aSyn yeast inh – inhibitors of alpha-synuclein toxicity in yeast | Yeast expressing alpha-synuclein, growth rescue, BacTiter-Glo, 24 h | Potency, µM (top dose mostly 46.1 µM), inactives show top-dose growth rescue (activation), actives largely listed as activators | actives 0.14% (n = 370,000) | AID 652106; further: potency means the concentration at half of the fitted maximal effect; % of control where 0% means no effect; nearly all actives have a fitted effect of over 65% in size
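Screening used galactose-induced yeast with toxic alpha-synuclein levels, exposed to compound for 24 hr at 30 deg C. Cell growth, read with BacTiter-Glo luminescence, gave the measured signal.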
GLP-1R inv ag – inverse agonists of human GLP-1 receptor | actives 1.6% (n = 410,000) | HEK293 GLP-1R CRE-luciferase, luminescence, 24 h; GLP-1R form is constitutively active | Potency, µM (doses to about 38.3 µM), inactives show top-dose activity change, negative = inhibition, actives largely listed as inhibitors | P43220 | AID 624417; further: potency means the concentration at half of the fitted maximal effect; on the % scale 0 is the no-effect control and ±100 the full control effect; nearly all actives have a fitted effect of over 55% in size
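Seeding at 200 cells/uL, 12 h culture, 24 hr compound treatment, then luciferase reagent and a luminescence read; cells are HEK293 stably expressing a constitutively active GLP-1R plus cAMP-responsive luciferase.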
HEK293 tox – cytotoxicity counter-screen for GLP-1 receptor inverse agonists. AID 624418. actives 0.13% (n = 410,000). Potency, µM (titrated, usually from 38.3 µM), without a hit: at the top dose activity change, negative = inhibition, actives largely listed as inhibitors. HEK293 cAMP-luciferase reporter cells, luminescence, 24 h;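 further: loss of luciferase light is scored as toxicity; potency means the concentration at half of the fitted maximal effect; on the % scale 0 is the no-effect control and ±100 the full control effect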
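Step one: seed cells (200 cells/uL, DMEM with 10% Nu serum, 1% pen-strep). Step two: 12-hour incubation at 37 deg C. Step three: pin 23 nL compound, incubate 24 hr. Step four: add luciferase reagent, read luminescence 12 min later.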
DRD3 agonist – agonists of human D3 dopamine receptor; P35462; D3R DiscoveRx beta-arrestin cells, luminescence, 90 min; max activation, %; actives 0.58% (n = 410,000); AID 652048; in the data active means max activation above about 30%; further: 0% is about no effect; mostly tested at two doses, the higher about 12 µM
Target sequence (P35462 whole entry, looked up): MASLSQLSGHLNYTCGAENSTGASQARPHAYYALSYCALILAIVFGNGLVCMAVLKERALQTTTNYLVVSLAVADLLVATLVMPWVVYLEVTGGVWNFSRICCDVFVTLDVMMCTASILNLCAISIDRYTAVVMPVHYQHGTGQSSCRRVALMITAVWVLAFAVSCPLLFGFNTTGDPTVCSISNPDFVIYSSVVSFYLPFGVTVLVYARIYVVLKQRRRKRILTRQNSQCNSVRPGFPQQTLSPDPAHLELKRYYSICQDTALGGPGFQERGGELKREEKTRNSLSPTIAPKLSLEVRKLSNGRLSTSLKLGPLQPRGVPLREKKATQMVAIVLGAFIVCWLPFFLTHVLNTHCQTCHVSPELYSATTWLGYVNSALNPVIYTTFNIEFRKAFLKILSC
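Agonist mode: compounds and dopamine controls were applied to plated cells for 90 min at 37 degrees C after an overnight attachment at 1500 cells/well. Luminescent read-out followed 30 - 60 minutes at room temperature with DiscoveRx detection reagent.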
PTHR1 ag – activates the human parathyroid hormone receptor PTHR1; Q03431; HEK293 GP2 PTHR1 cells, GloSensor cAMP luminescence, 1 h; Potency, µM (top dose mostly 115 µM), without a hit: top-dose activation, actives largely listed as activators; actives 0.075% (n = 410,000); further: potency means the concentration at half of the fitted maximal effect; nearly all actives have a fitted effect of over 55% in size; some results filed as inactive show a strong effect at the top dose; inactives centre near -15; many of its hits are not listed in these tables
Target sequence (Q03431 whole entry, looked up): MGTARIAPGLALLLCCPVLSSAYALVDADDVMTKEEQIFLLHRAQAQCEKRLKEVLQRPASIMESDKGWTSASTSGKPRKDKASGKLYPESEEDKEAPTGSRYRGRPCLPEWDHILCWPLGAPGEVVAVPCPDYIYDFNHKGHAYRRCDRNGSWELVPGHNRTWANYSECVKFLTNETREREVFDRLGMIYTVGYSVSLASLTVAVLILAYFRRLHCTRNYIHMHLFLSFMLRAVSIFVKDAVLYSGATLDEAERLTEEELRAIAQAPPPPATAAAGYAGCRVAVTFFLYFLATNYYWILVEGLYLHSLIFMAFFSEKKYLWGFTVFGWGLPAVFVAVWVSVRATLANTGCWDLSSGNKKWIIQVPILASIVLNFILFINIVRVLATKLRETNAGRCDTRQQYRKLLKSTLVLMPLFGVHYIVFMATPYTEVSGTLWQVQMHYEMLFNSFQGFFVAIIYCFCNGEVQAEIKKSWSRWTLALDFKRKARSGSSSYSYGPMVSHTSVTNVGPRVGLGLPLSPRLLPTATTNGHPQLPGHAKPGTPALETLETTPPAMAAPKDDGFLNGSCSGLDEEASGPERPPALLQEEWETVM
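HEK-293-derived GP2 cells expressing PTHR1 and a GloSensor cAMP reporter, 3,000/well, plated overnight, given luciferin plus IBMX (each 0.5 mM as added) for 1 h at 37 °C, then compound for 1 h at 37 °C. Luminescence was read after 15 min at room temperature.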
KB-V1 cytotox – kills drug-selected multidrug resistant KB-V1 cells; Potency, µM (highest dose often 46.1 µM), for the others: at the top dose activity change, negative = cytotoxicity, hits mostly cytotoxic; KB-V1 MDR cells viability, CellTiter-Glo, 72 h; actives 3.4% (n = 400,000); further: potency means the concentration at half of the fitted maximal effect; on the % scale 0 is the no-effect control and ±100 the full control effect; nearly all actives have a fitted effect of over 60% in size
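Potencies derive from concentration-effect curves fitted to normalized luminescence (CellTiter-Glo) of KB-V1 cells treated for 72 h at 37 degrees C in phenol-red-free DMEM containing 10% FBS.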
TDP43 rescue – TDP-43 toxicity inhibition in yeast; actives 1.8% (n = 410,000); Potency, µM (series often up to 46.1 µM), without a hit: at the top dose growth rescue (activation), actives largely listed as activators; TDP-43 expressing yeast growth rescue, BacTiter-Glo, 24 h; AID 652104; further: potency means the concentration at half of the fitted maximal effect; % of control where 0% means no effect; nearly all actives have a fitted effect of over 50% in size
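Galactose-induced TDP-43 yeast, OD600=0.02, compound pinned; 24 hr, 30 deg C; BacTiter-Glo luminescence for growth. Inhibitors of TDP-43 toxicity read as activators.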
GLP1R ag – GLP-1 receptor (human) agonism | P43220 | HEK293 GLP-1R CRE-luciferase, luminescence, 4-6 h; cells express a hypersensitive GLP-1R form | Potency, µM (series often up to 45.6 µM), without a hit: at the highest dose activation, hits mostly activators | actives 0.007% (n = 380,000); further: potency means the concentration at half of the fitted maximal effect; % of control where 0% means no effect
D3 antag – D3 dopamine receptor (human) antagonism; P35462; D3R cells, DiscoveRx beta-arrestin luminescence, antagonist mode; stronger effect = lower value; max response, negative = inhibition, %; actives 2.5% (n = 360,000); in the data active means max response below about -50%; inconclusive means no clear call, values can overlap the other calls; further: on the % scale 0 is the no-effect control and ±100 the full control effect; mostly tested at two doses, the higher about 12 µM
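Cells plated overnight at 1500 cells/well, then exposed to library compounds with dopamine controls for 90 minutes at 37 degrees C. DiscoveRx reagent added for 30–60 minutes at room temperature; luminescence read, quantitative HTS format.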
The depositor's hits bear a star; i = inactive; ? = inconclusive; / = not tested or not shown; [ ] = remark or other dose. Unless noted, the call rests on the fitted dose curve; in most records, active means well fitted curve in the direction sought with a large enough effect; inconclusive means small, poorly fitted or top-dose-only effect, or another doubt; inactive means no such curve, though single readings can be large; an effect the other way counts as inactive or inconclusive. A portion of the library (hit frequency here may not be typical).

molecule,TDP43 rescue,GLP-1R inv ag,PTHR1 ag,DRD3 agonist,aSyn yeast inh,HEK293 tox,GLP1R ag,KB-V1 cytotox,D3 antag
COc1ccc2c(c1)c1c(c(=O)n(Cc3ccccc3)c(=O)n1CC(=O)NCc1ccccc1)n2C,10%,16%,?,1,/,4%,0%,-12%,/
Oc1c(Cl)cc(Cl)cc1CNc1nc2ccccc2[nH]1,10%,?,-10%,4,1%,18%,0%,5%,6
COC(=O)[C@@]12C[C@@H](CC(=O)NCC3CCCCC3)C(=O)N(Cc3cccc4ccccc34)C1=CCC(C)(C)C2,12%,-4%,i,5,4%,2%,/,21µM*,10
COc1ccc(C(C)=O)cc1OCc1ccccc1,23%,6%,i,6,6%,-4%,3%,0%,16
Cc1cccc(C)c1OCC(=O)NCC1(N2CCOCC2)CCCCC1,-11%,?,-8%,-26,/,1%,/,/,/
CC(=O)NCCC(=O)Nc1cc(F)ccc1C,13%,-1%,i,7,4%,-4%,-5%,-2%,-9
CC(CCc1ccccc1)NC(=O)COC(=O)c1cccnc1Cl (stereo not drawn),12%,15%,-30%,-22,2%,0%,12%,/,-23
Cc1ccc2c(c1)N(CC(=O)NCCCN1CCCCC1)C(=O)CO2,1%,10%,-24%,-2,3%,-4%,9%,7%,4
O=C(O)c1ccc(CSc2nc(-c3ccc(Cl)cc3)cc(C(F)(F)F)n2)cc1,-8%,-5%,-2%[57.5 µM],11,0%,-1%,5%,1%,-16
CC(C)CCCN1CCN=C1Nc1ccccc1,12%,2%,-18%,-39,-2%,4%,2%,14%,18
CCc1ccc(-n2c(=O)c3c(C)c(C(=O)N(C)C)sc3n(Cc3ccccc3F)c2=O)cc1,-5%,4%,3%,-1,/,1%,/,/,/
CN(CC(=O)Nc1c(Cl)cccc1Cl)C(=O)Cn1[nH]c(=O)c2ccccc2c1=O,-2%,9%,i,-1,-3%,-2%,7%,-13%,-2
CCN(CC)c1ccc(NS(=O)(=O)c2cc3[nH]c(=O)c(=O)[nH]c3cc2C)c(C)c1,4%,11%,i,10,/,3%,/,?,/
COc1ccc(-c2nnc(SCC(=O)N(C)C3CCCCC3)o2)cc1OC,-2%,4%,i,-2,/,4%,/,24%,/
Cc1cc(NC(=O)c2coc(=O)c(Br)c2)ccc1C(C)C,29%,29%,-31%[inhibitor],-9,7%,6%,-1%,-9%,-23
Cc1nc(C)c(C(=O)N2CCCC(C(=O)c3cc(F)ccc3F)C2)s1 (stereo not drawn),22%,29%,-28%,-1,8%,20%,15%,?,-9
O=C(COc1ccccc1)Nc1ccccc1Oc1ccccc1,25%,?,-6%,-3,6%,4%,23%,-21%,3
O=C(Nc1ccc2oc(-c3ccccc3F)nc2c1)c1ccc2c(c1)OCCO2,-23%,0%,-43%[inhibitor][57.5 µM],6,-2%,?,-14%,18µM*,-9
COC(=O)C1=C(C)NC(=O)C1(NC(=O)CN1CCCC1=O)C(F)(F)F (stereo not drawn),11%,6%,i,1,5%,-2%,-3%,?,-8
O=C(/C=C/c1ccccc1)NC(NC(=S)Nc1cc(Cl)ccc1Cl)C(Cl)(Cl)Cl (stereo not drawn),-11%,-3%,-58%[inhibitor][57.5 µM],-26,0%,-9%,-7%,?,?
COc1ccc(S(=O)(=O)N2CCOCC2)cc1NC(=O)CN(C)Cc1c(F)cccc1Cl,-15%,6%,-31%[inhibitor],-9,-1%,-2%,25%,?,3
OCCNc1nnc(-c2ccccc2)c(-c2ccccc2)n1,2%,18%,i,-20,-11%,2%,-1%,0%,-8
CCC(=O)Nc1ccccc1-c1nc2ccccc2n(Cc2cccc(Br)c2)c1=O,17%,-14%,-19%,-13,/,6%,/,-3%,/
COC(=O)c1cc(OC)c(OC)cc1NC(=O)CSc1nnnn1Cc1ccccc1,7%,-7%,-76%[inhibitor][57.5 µM],14,17%,-13%,4%,?,44
O=C1OC(N2C(=O)CC[C@H]2C(=O)Nc2ccc(Br)cc2F)c2ccccc21 (stereo partly drawn),-2%,-10%,-21%,-2,-1%,3%,2%,3%,-22
Cn1cccc1C(=O)OCC(=O)c1c[nH]c2ccccc12,0%,-21%,-31%[inhibitor],0,11%,-1%,-5%,-9%,-11
O=C(CCCn1c2ccccc2c(=O)c2ccccc21)Nc1cccc(Cl)c1,35µM*,6.3µM*,-3%,9,/,148%[activator],/,-2%,/
Cc1ccc(OCC(=O)NC(C)c2ccccc2)cc1C (stereo not drawn),8%,?,-38%[inhibitor],6,15%,4%,3%,17%,15
CCOc1ccc(N2C(=O)CC(Sc3nc4ccc(OCC)cc4s3)C2=O)cc1 (stereo not drawn),-16%,19%,i,-8,-9%,0%,-17%,0%,58
COc1ccc(NS(=O)(=O)c2ccc(NS(=O)(=O)c3ccc(C)cc3)cc2)nn1,-31%[inhibitor],7%,i,-6,-5%,-6%,-1%,1%,5

Of the compounds above, two contain two or more sulfur atoms.
molecule,TDP43 rescue,GLP-1R inv ag,PTHR1 ag,DRD3 agonist,aSyn yeast inh,HEK293 tox,GLP1R ag,KB-V1 cytotox,D3 antag
CCOc1ccc(N2C(=O)CC(Sc3nc4ccc(OCC)cc4s3)C2=O)cc1 (stereo not drawn),-16%,19%,i,-8,-9%,0%,-17%,0%,58
COc1ccc(NS(=O)(=O)c2ccc(NS(=O)(=O)c3ccc(C)cc3)cc2)nn1,-31%[inhibitor],7%,i,-6,-5%,-6%,-1%,1%,5

Other results
molecule,TDP43 rescue,GLP-1R inv ag,PTHR1 ag,DRD3 agonist,aSyn yeast inh,HEK293 tox,GLP1R ag,KB-V1 cytotox,D3 antag
CCSc1ccc([C@@H]2[C@@H]3C(=O)N(CC)C(=O)[C@@H]3[C@]3(C(=O)OC)CCCCN23)cc1,25µM*,?,-8%,-14,29%,-2%,6%,-7%,5
CCc1ccccc1N(C(=O)Cn1nnc2ccccc21)C(C(=O)NCCOC)c1ccco1 (stereo not drawn),2%,-21%,i,0,4%,-22%,-3%,-15%,-1
Cc1onc(-c2ccccc2Cl)c1C(=O)Nc1nnc(-c2cccc([N+](=O)[O-])c2)s1,?,?,-32%[inhibitor],4,5%,-12%,-3%,18%,20
COc1ccccc1S(=O)(=O)Cc1ccc(C(=O)NCc2cccnc2)o1,-15%,10%,-9%,-10,-2%,-5%,-4%,?,?
CC(=O)c1ccc(S(=O)(=O)N2CCn3cccc3C2c2ccccc2F)cc1 (stereo not drawn),24%,-13%,-23%,2,/,11%,/,-4%,/
N#C/C(=C\c1ccc([N+](=O)[O-])cc1)c1ccccn1,13µM*,?,-35%[inhibitor],-8,5%,-11%,7%,?,-17
COc1ccc(Cn2c(C)c(C)c(C#N)c2NC(=O)Nc2ccccc2)cc1,0%,?,-2%,-5,0%,-12%,0%,-13%,-17
CC1=C(N2CCOCC2)CCC1=O,5%,-2%,i,8,-5%,-3%,4%,15%,1
CC1(C(=O)NS(=O)(=O)c2cccc(F)c2)CCN1C(=O)Cc1cccc2ccccc12 (stereo not drawn),0%,15%,-23%,1,3%,0%,5%,3%,6
O=C(Nc1cccc(-c2nc3cccnc3s2)c1)c1cccc(Br)c1,6.3µM*,7%,-37%[inhibitor],5,/,-5%,/,?,/
Cc1csc2ncc(C(=O)Nc3ccc4c(c3)OCCO4)c(=O)n12,23%,3%,23%,4,0%,13%,-1%,-18%,0
Cc1ccc(/C=N/NC(=O)c2ccc(NC(=O)c3ccc(Cl)cc3)cc2)o1,19%,21%,-9%,-29,0%,9%,6%,4%,9
CCN(CC(=O)NC1CCS(=O)(=O)C1)S(=O)(=O)c1ccc(F)cc1 (stereo not drawn),3%,13%,-15%,-2,12%,78%[activator],1%,0%,1
S=C(Nc1ccccc1)Nc1ccc(OCc2ccc(Cl)cc2Cl)cc1,13%,?,i,-1,1%,?,-7%,-1%,-4
Clc1ccc2nc(-c3ccc4c(c3)OCO4)cn2c1,-4%,?,-23%,3,-1%,?,-7%,?,18
CCC1CCCCN1C(=O)CSc1nnc(-c2ccc3c(c2)OCCO3)o1 (stereo not drawn),26%,?,-31%[inhibitor],4,4%,-10%,15%,1%,-12

Complete entries, quoted from the list:
CCc1ccc(-n2c(=O)c3c(C)c(C(=O)N(C)C)sc3n(Cc3ccccc3F)c2=O)cc1 as listed: TDP43 rescue = -5%; GLP-1R inv ag = 4%; PTHR1 ag = 3%; DRD3 agonist = -1; aSyn yeast inh = /; HEK293 tox = 1%; GLP1R ag = /; KB-V1 cytotox = /; D3 antag = /
O=C(/C=C/c1ccccc1)NC(NC(=S)Nc1cc(Cl)ccc1Cl)C(Cl)(Cl)Cl (stereo not drawn) as listed: TDP43 rescue = -11%; GLP-1R inv ag = -3%; PTHR1 ag = -58%[inhibitor][57.5 µM]; DRD3 agonist = -26; aSyn yeast inh = 0%; HEK293 tox = -9%; GLP1R ag = -7%; KB-V1 cytotox = ?; D3 antag = ?

Screening data deposited in PubChem BioAssay by National Center for Advancing Translational Sciences (NCATS).
